Screening data from PubChem BioAssay.
FN deposit inh: inhibitors of fibronectin matrix deposition, primary screen, AH1F cells, Alexa488-fibronectin fluorescence, plate reader; AH1F fibroblasts, overnight; inhibition, % at 12.6 µM; 350,000 tested, 0.086% active;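 active means mean inhibition across replicates of 30% or more, regardless of how many single replicates reach that level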;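 further: positive control wells lacked labelled fibronectin entirely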
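Schedule: 1 h cell adhesion before compound, then overnight fibronectin incubation; test system: AH1F fibroblast monolayer depositing Alexa488-labelled fibronectin into matrix; quantity: 10000 AH1F cells per well; probe or stimulus: fluorescent fibronectin at 24 nM final; signal: fluorescence, ex 485 nm, em 525 nm; evaluation: percent inhibition as loss of matrix-bound fibronectin fluorescence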
SIRT5 inh: SIRT5 desuccinylase inhibitors, primary screen, biochemical, fluorescence imaging, single point, set 5. NAD-dependent protein deacylase sirtuin-5, mitochondrial (Homo sapiens), Q9NXA8. Purified SirT5, succinyl-peptide AMC, trypsin-coupled fluorescence. inhibition, % at 15 µM. 330,000 tested, 1.1% active. AID 652115, 2013; in the data active means inhibition above about 15%
Target sequence (Q9NXA8 whole entry, looked up): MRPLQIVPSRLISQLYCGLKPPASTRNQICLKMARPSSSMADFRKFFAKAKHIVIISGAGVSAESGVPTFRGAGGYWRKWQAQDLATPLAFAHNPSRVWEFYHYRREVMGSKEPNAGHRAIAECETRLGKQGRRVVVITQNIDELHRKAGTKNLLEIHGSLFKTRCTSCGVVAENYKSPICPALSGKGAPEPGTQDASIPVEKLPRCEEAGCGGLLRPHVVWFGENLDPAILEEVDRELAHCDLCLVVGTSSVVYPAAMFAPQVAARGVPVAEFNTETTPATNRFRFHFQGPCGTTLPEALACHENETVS
esBAF inh: Bmi1 luciferase reporter increase in mESCs, primary screen, esBAF inhibitor project, mouse ES cells, Bmi1 luciferase knock-in, single point; 24 h; 100% = twice the neutral-well signal; reporter increase, % at 12.5 µM; 350,000 tested, 2% active; AID 602393, 2012; in the data active means activation above about 40%;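 further: 0% = median of the plate's neutral control wells and 100% = double that signal; a rise in the Bmi1 reporter signal indicates esBAF inhibition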
Statin myotox sup: suppressors of statin myotoxicity in C2C12 myotubes, primary screen, cell-based, single point, plate reader; C2C12 myotubes + simvastatin, ATP luminescence, 48 h; scaled: DMSO 0, geranylgeraniol control 100; rescue of ATP level, % at 7.49 µM; 330,000 tested, 0.78% active; AID 602340, 2012;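 active means mean ATP rescue above about 67%, or every replicate alone reaching that limit, limit read from the data, passing the limit was not always enough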;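 further: myotubes were challenged with 10 µM simvastatin during compound exposure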
Casp6 inh: human caspase-6 inhibitors, primary screen, biochemical, VEID-R110 fluorescence, single point, set 2 | P55212 | purified caspase-6, Z-VEID-R110 cleavage fluorescence | inhibition, % at 12.5 µM | 350,000 tested, 0.53% active | AID 686996, 2013;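 active means mean inhibition across replicates at least about 35%, with every replicate also reaching that limit, limit read from the data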;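 further: 0% = median of neutral control wells and 100% = no fluorescence left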
Target sequence (P55212 24-179 limits assumed): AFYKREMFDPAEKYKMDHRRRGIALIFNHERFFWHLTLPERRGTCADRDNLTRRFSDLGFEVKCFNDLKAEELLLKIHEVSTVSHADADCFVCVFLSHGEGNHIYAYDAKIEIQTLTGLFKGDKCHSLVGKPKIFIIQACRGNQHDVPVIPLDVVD
Target sequence (P55212 194-293 limits assumed): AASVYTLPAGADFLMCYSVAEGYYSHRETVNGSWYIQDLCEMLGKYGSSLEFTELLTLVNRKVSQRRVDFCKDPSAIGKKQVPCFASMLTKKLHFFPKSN
LGR2 antag: inhibitors of bursicon-induced LGR2 CRE-luciferase signal, primary screen, cell-based, HEK293, CRE-luciferase reporter, bursicon stimulation | AID 720647, 2013 | inhibition, % at 9.99 µM | 380,000 tested, 0.35% active | bursicon-stimulated, 4 h | Drosophila bursicon receptor LGR2 (rickets);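 active means drop in luminescence signal, shown as inhibition above about 50% in the replicate tests, limit read from the data, passing the limit was not always enough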;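 further: agonist challenge used bursicon conditioned medium at about half maximal strength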
S100A4 inh HTS: inhibitors of S100A4-myosin IIA peptide binding, primary screen, biochemical, fluorescence polarization, TAMRA-MyoIIA peptide; Protein S100-A4 (Homo sapiens), P26447; inhibition, % at 10.7 µM; 360,000 tested, 0.14% active; AID 652163, 2013;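 active means mean inhibition of at least 70% across replicates, with every replicate also reaching that level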
Target sequence (P26447 whole entry, looked up): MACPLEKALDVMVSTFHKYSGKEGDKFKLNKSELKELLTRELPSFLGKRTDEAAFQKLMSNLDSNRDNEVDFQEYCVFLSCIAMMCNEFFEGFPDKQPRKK
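assay system = human S100A4 monomer with TAMRA-labelled myosin IIA peptide | also added = labelled myosin peptide probe, 5 nM | incubation = 5 min between mix addition and reading | control set = DMSO and TFP controls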
* hit, by the source's call; & = joins results of further samples. An excerpt; rates above refer to the full screens.

A first look, 2 compounds:
Results for COc1cccc(C2c3cc4c(cc3OC(C)(N3CCCC3)C2C)OCO4)c1O (configuration not stated) ?
FN deposit inh: 7; Casp6 inh: 0; LGR2 antag: -4; S100A4 inh HTS: 0

How did COc1cc(C(=O)NC(C)CCc2ccccc2)cc(OC)c1OC (configuration not stated) do in these assays?
FN deposit inh: 8; SIRT5 inh: -3; esBAF inh: -4; Statin myotox sup: 9; Casp6 inh: -1; LGR2 antag: -14; S100A4 inh HTS: 8

Results, previewed entries included:
Results for COc1cccc(C2c3cc4c(cc3OC(C)(N3CCCC3)C2C)OCO4)c1O (configuration not stated) ?
FN deposit inh: 7; Casp6 inh: 0; LGR2 antag: -4; S100A4 inh HTS: 0

How did COc1cc(C(=O)NC(C)CCc2ccccc2)cc(OC)c1OC (configuration not stated) do in these assays?
FN deposit inh: 8; SIRT5 inh: -3; esBAF inh: -4; Statin myotox sup: 9; Casp6 inh: -1; LGR2 antag: -14; S100A4 inh HTS: 8

Results for Cc1ccc(S(=O)(=O)N2CCCCC2)cc1NC(=O)C1CCC1 ?
FN deposit inh: -4; SIRT5 inh: -2; esBAF inh: 1; Statin myotox sup: -5; Casp6 inh: 2; LGR2 antag: 10; S100A4 inh HTS: 1

What do the screens show for `CCCNC(=O)C1(C)CCN(C(=O)c2ccc(OC)cc2OC)C1` (configuration not stated)?
FN deposit inh: 9; esBAF inh: 4; Statin myotox sup: -4; Casp6 inh: 0; LGR2 antag: -7; S100A4 inh HTS: -1

How did COc1ccc(C(C)=O)cc1COc1cccc2cccnc12 do in these assays?
FN deposit inh: 5; SIRT5 inh: -1; esBAF inh: -1; Statin myotox sup: -3; Casp6 inh: 3; LGR2 antag: -10; S100A4 inh HTS: -12

How did Fc1cccc(CNCc2ccc3c(c2)OCO3)c1 do in these assays?
FN deposit inh: 0; SIRT5 inh: 2; esBAF inh: 1; Statin myotox sup: 3; Casp6 inh: 1; LGR2 antag: -2; S100A4 inh HTS: 4

Results for CCCOc1ccc(-c2nc3c(c(=O)[nH]c(=O)n3Cc3ccccc3)n2CCO)cc1OCC ?
FN deposit inh: 4; SIRT5 inh: -1; esBAF inh: -6; Statin myotox sup: -16; Casp6 inh: 2; LGR2 antag: -3; S100A4 inh HTS: 1

How did CC1CCCN(C(=O)C2c3ccccc3C(=O)N3CCc4ccccc4C23)C1 (configuration not stated) do in these assays?
FN deposit inh: 1; esBAF inh: -7; Statin myotox sup: 56

How did O=C(/C=C/c1ccco1)Nc1ccc(N2CCCC2)cc1 do in these assays?
FN deposit inh: 0; SIRT5 inh: -2; Casp6 inh: -5; LGR2 antag: -9; S100A4 inh HTS: -3

What do the screens show for `O=C(NC1CC1)c1[nH]c(C(F)(F)F)nc1-c1ccccc1`?
FN deposit inh: 4; SIRT5 inh: -4; esBAF inh: -1; Statin myotox sup: 0; Casp6 inh: 2; LGR2 antag: -3; S100A4 inh HTS: -3

How did Cc1cccc(OCC(=O)Nc2ccc(CN3CCOCC3)cc2)c1C do in these assays?
FN deposit inh: 0; SIRT5 inh: 1; Casp6 inh: 2; LGR2 antag: 9; S100A4 inh HTS: 0

Results for O=C1N[C@@H](Cc2ccccc2)COCn2nncc2CC[C@@H]1Cc1ccccc1 ?
FN deposit inh: 6; SIRT5 inh: -3; Casp6 inh: -1; LGR2 antag: 7; S100A4 inh HTS: -17

What do the screens show for `Cc1ccc(C(=O)NCCc2ccc(S(=O)(=O)N3CCCC3)cc2)cc1`?
SIRT5 inh: -1; esBAF inh: 4; Statin myotox sup: 2; Casp6 inh: -4; LGR2 antag: 12; S100A4 inh HTS: 8

Results for Cc1cccc(NC(=O)CSc2nnc(Cc3ccccc3)o2)c1 ?
FN deposit inh: 6; SIRT5 inh: -5; LGR2 antag: -7; S100A4 inh HTS: -2

How did COc1ccccc1CNC(=O)c1ccccc1N do in these assays?
SIRT5 inh: -31; esBAF inh: 6; Statin myotox sup: 3; Casp6 inh: 0; LGR2 antag: -9; S100A4 inh HTS: -7

What do the screens show for `CCC(=O)N1C[C@@H](C)[C@@H](OC)CN(C)C(=O)c2cc(NC(=O)Nc3cccc(F)c3)ccc2OC[C@@H]1C`?
FN deposit inh: 7; SIRT5 inh: -1; esBAF inh: 0; Statin myotox sup: -4; Casp6 inh: 1; LGR2 antag: 6; S100A4 inh HTS: -4

Results for C[C@@]12C(=O)Nc3cc(Cl)ccc3C(=O)N1[C@H]1c3cc(Br)ccc3OC[C@@H]1[C@@H]2c1ccccc1 ?
FN deposit inh: 1; esBAF inh: 3; Statin myotox sup: -7; Casp6 inh: -1; LGR2 antag: 2; S100A4 inh HTS: -6

What do the screens show for `O=C(NNc1ccc([N+](=O)[O-])cc1)c1ccccc1F`?
SIRT5 inh: -2; Casp6 inh: 1; LGR2 antag: -8; S100A4 inh HTS: -13

How did O=C(CC1CCCC1)Nc1cc(S(=O)(=O)N2CCOCC2)ccc1O do in these assays?
FN deposit inh: 0; SIRT5 inh: -1; esBAF inh: -4; Statin myotox sup: 3; Casp6 inh: 5; LGR2 antag: 0; S100A4 inh HTS: -2

How did COc1ccc(Cl)cc1NC(=O)CS(=O)(=O)c1cccc2nsnc12 do in these assays?
FN deposit inh: 2; esBAF inh: -19; Statin myotox sup: 13

How did O=C(c1cccc([N+](=O)[O-])c1)N1CCCC(C(=O)N2CCN(c3ccccc3)CC2)C1 (configuration not stated) do in these assays?
FN deposit inh: 5; SIRT5 inh: -1; esBAF inh: -1; Statin myotox sup: -1; Casp6 inh: 2; LGR2 antag: 15; S100A4 inh HTS: -1

How did CCCCCC(=O)N1C[C@H](O)[C@@H](n2cc(C3CC3)nn2)C[C@@H]1c1ccc(Cl)cc1 do in these assays?
FN deposit inh: -5; SIRT5 inh: -2; esBAF inh: 3; Statin myotox sup: -3; Casp6 inh: 2; LGR2 antag: -14; S100A4 inh HTS: -2

How did CC(C)c1ccc(NC(=S)NNC(=O)c2cccnc2)cc1 do in these assays?
SIRT5 inh: 0; Casp6 inh: 1; LGR2 antag: -22; S100A4 inh HTS: -33

What do the screens show for `C[C@@H]1CN([C@@H](C)CO)C(=O)Cc2cc(NC(=O)CCN3CCOCC3)ccc2O[C@H]1CN(C)Cc1ccccc1`?
SIRT5 inh: 1; esBAF inh: -3; Statin myotox sup: -7; Casp6 inh: 2; LGR2 antag: 10; S100A4 inh HTS: -1

How did Cc1cccc(CNC(=O)c2ccccc2NC(=O)C2=CSCCO2)c1 do in these assays?
FN deposit inh: -5; SIRT5 inh: 1; esBAF inh: 5; Statin myotox sup: 2; Casp6 inh: 2; LGR2 antag: -4; S100A4 inh HTS: 4

How did Cc1ccc(C(=O)NNC(=O)C2CCN(c3ncccn3)CC2)cc1 do in these assays?
FN deposit inh: -6; SIRT5 inh: -1; esBAF inh: 5; Statin myotox sup: 13; Casp6 inh: -2; LGR2 antag: 6; S100A4 inh HTS: -9

How did C[C@@H]1CCCCO[C@@H](CN(C)S(=O)(=O)c2cn(C)cn2)[C@@H](C)CN([C@H](C)CO)C(=O)c2cc(NC(=O)Nc3ccccc3)ccc2O1 do in these assays?
FN deposit inh: -2; SIRT5 inh: -3; esBAF inh: -6; Casp6 inh: 4; LGR2 antag: -20; S100A4 inh HTS: 16

How did CC1CCCCC12NC(=O)N(CC(=O)NCc1ccccc1Cl)C2=O (configuration not stated) do in these assays?
FN deposit inh: -3; SIRT5 inh: 2; esBAF inh: -2; Statin myotox sup: -4; Casp6 inh: 0; LGR2 antag: 4; S100A4 inh HTS: -2

Results for COC(=O)c1ccc(CNC(=O)CSc2nc3ccccc3[nH]2)cc1 ?
FN deposit inh: -4; SIRT5 inh: -2; esBAF inh: -5; Statin myotox sup: -10; Casp6 inh: 6; LGR2 antag: 7; S100A4 inh HTS: 5

What do the screens show for `CN(CC(=O)NCC1COc2ccccc2O1)S(=O)(=O)c1ccc(Cl)cc1` (configuration not stated)?
esBAF inh: -5; Statin myotox sup: -3; Casp6 inh: -2; LGR2 antag: -16; S100A4 inh HTS: 3

Of the compounds above, two have an aryl thioether with sulfur outside any ring.
Results for Cc1cccc(NC(=O)CSc2nnc(Cc3ccccc3)o2)c1 ?
FN deposit inh: 6; SIRT5 inh: -5; LGR2 antag: -7; S100A4 inh HTS: -2

Results for COC(=O)c1ccc(CNC(=O)CSc2nc3ccccc3[nH]2)cc1 ?
FN deposit inh: -4; SIRT5 inh: -2; esBAF inh: -5; Statin myotox sup: -10; Casp6 inh: 6; LGR2 antag: 7; S100A4 inh HTS: 5

(cont.)
How did O=C(CC(c1ccc(F)cc1)c1ccco1)Nc1nccs1 (configuration not stated) do in these assays?
FN deposit inh: 16; SIRT5 inh: -6; esBAF inh: 2; Statin myotox sup: -1; Casp6 inh: 9; LGR2 antag: -5; S100A4 inh HTS: -5

Results for COc1ccccc1-c1coc2cc(OCC(=O)OCc3ccccc3)ccc2c1=O ?
FN deposit inh: -1; SIRT5 inh: -2; Casp6 inh: 1; LGR2 antag: -5; S100A4 inh HTS: -3

What do the screens show for `O=C(Nc1ccc2c(c1)CCC2)c1cccs1`?
FN deposit inh: 5; SIRT5 inh: 0; Casp6 inh: -1; LGR2 antag: -59; S100A4 inh HTS: -3

What do the screens show for `CC(=O)Nc1cc(C)ns1`?
FN deposit inh: 1; SIRT5 inh: -2; Casp6 inh: 3; LGR2 antag: 0; S100A4 inh HTS: -2

Results for O=C(NN=C1c2ccccc2-c2ccccc21)c1ccccc1 ?
FN deposit inh: 14; SIRT5 inh: 4; esBAF inh: 5; Statin myotox sup: -29; Casp6 inh: 0; LGR2 antag: 0; S100A4 inh HTS: 1

What do the screens show for `CC1CC(Nc2ccccc2)c2ccccc2N1C(=O)c1ccncc1` (configuration not stated)?
FN deposit inh: 5; SIRT5 inh: -7; esBAF inh: -5; Statin myotox sup: 0; Casp6 inh: 3; LGR2 antag: -14; S100A4 inh HTS: 1

What do the screens show for `C[C@H]1CN([C@@H](C)CO)C(=O)c2cc(NS(=O)(=O)c3cn(C)cn3)ccc2O[C@H]1CN(C)S(C)(=O)=O`?
SIRT5 inh: -2; esBAF inh: -4; Statin myotox sup: 47; Casp6 inh: 0; LGR2 antag: 11; S100A4 inh HTS: -13

Results for C[C@H]1CN([C@@H](C)CO)C(=O)c2cccc(NC(=O)C3CC3)c2O[C@H]1CN(C)Cc1ccncc1 ?
FN deposit inh: -7; SIRT5 inh: -4&-2; esBAF inh: 0&6; Statin myotox sup: -1&-11; Casp6 inh: -1&-1; LGR2 antag: -18&5; S100A4 inh HTS: 0&-3

What do the screens show for `COC(=O)[C@@H]1OC(=O)[C@H]2O[C@@]23[C@@]1(C)CC[C@@H]1[C@@]2(C)C=CC(=O)OC(C)(C)[C@@H]2CC(=O)[C@]13C`?
FN deposit inh: 9; esBAF inh: 1; Statin myotox sup: 4; Casp6 inh: -3; LGR2 antag: -11; S100A4 inh HTS: -1

Results for Cc1ccc(NC(=O)CSc2nc3ccccc3c(=O)n2CCCC(=O)NCCCN2CCOCC2)cc1 ?
FN deposit inh: 1; SIRT5 inh: -1; esBAF inh: 1; Statin myotox sup: 3; Casp6 inh: -5; LGR2 antag: 11; S100A4 inh HTS: -3

What do the screens show for `O=C1COc2ccc(C(=O)COC(=O)c3ccco3)cc2N1`?
FN deposit inh: 5; SIRT5 inh: 4; esBAF inh: 12; Statin myotox sup: 23; Casp6 inh: -6; LGR2 antag: -15; S100A4 inh HTS: 26
